Screening results deposited in PubChem BioAssay by several laboratories.
SIAH1 antagonists: blockers of Siah-1 interaction with plectin peptide – biochemical, fluorescence polarization, rhodamine-plectin, uHTS, primary screen (AID 1817); Siah-1 / rhodamine-plectin peptide fluorescence polarization; higher % means a stronger effect; displacement, % at 20 µM; hits with a dose series show IC50 in µM; hit rate 0.02% among 290,000;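 active = displacement of at least 50% at 20 µM, with a fluorescence ratio check between 0.3 and a set limit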;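 also: plate controls were Siah plus tracer with DMSO for no effect and tracer alone without Siah for full effect; strong numbers were not always called active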
Dengue-2 NS5 capping: flavivirus cap methylation enzyme inhibition – biochemical, confirmation dose response, primary screen (AID 588689); one-dose inhibition, % at 25 µM; IC50 in µM for titrated hits; hit rate 0.3% among 340,000; Dengue-2 NS5 methyltransferase capping enzyme assay, biochemical; higher % means a stronger effect; in the data active = a potency from the dose series; inconclusive = inhibition above about 29% without an active follow-up result
AID2073: inhibitors of Mint1-CaV2.2 protein interaction, biochemical, HTRF (AID 2073); hit rate 0.19% among 290,000; HTRF protein-protein interaction, Mint1-CaV2.2; higher % means a stronger effect; inhibition, % at 20 µM, or IC50 in µM where a hit was titrated; in the data active = inhibition mostly above about 51%, no sharp cut-off; inconclusive = no clear call, values can overlap the other calls; inactive = mostly below about 53%; also: some results filed as inactive read as strong as hits
Myeloid diff 2: myeloid differentiation induction | ER-HoxA9 myeloid progenitors, lysozyme-GFP differentiation, flow cytometry | calls only at 10 µM | AID 624256 | hit rate 1% among 360,000;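 active = normalized GFP-positive differentiation at or above the plate's own cutoff, the solvent-only control mean plus 3 SD; inconclusive = no clear call, values can overlap the other calls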;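 also: cells exposed to compound for four days before flow analysis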
HEK293 NOD2/NF-kB: inhibition of NOD2-driven NF-kB reporter – cell-based, luminescence, uHTS, HEK293 (AID 1566); HEK293 NOD2/NF-kB luciferase reporter, luminescence; higher % means a stronger effect; inhibition, % at 4 µM; hits with a dose series show EC50 in µM; hit rate 0.63% among 290,000; also: many of its hits are not listed in these tables
Lipid droplet: hepatic lipid droplet formation modulation | inhibition, % at 6.5 µM | AML12 mouse hepatocytes, oleate lipid droplets, BODIPY imaging | hit rate 0.4% among 240,000;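 active = lipid droplet intensity inhibited by at least 50%, with more than 500 cells counted; inconclusive = wells with under 300 cells, treated as cytotoxic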
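material = mouse AML12 hepatocyte cell line, fixed after treatment | also added = 100 µM oleic acid challenge | doses = compound at 6.5 µM only | schedule = overnight exposure | technique = Image-based BODIPY and DAPI two-channel analysis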
HIV fusion peptide: inhibitors of HIV fusion peptide binding, primary screen, biochemical, uHTS, fluorescence dequenching (AID 1986); cell-free peptide binding, fluorescence dequenching, 30 min; higher % means a stronger effect; one-dose inhibition, % at 20 µM; IC50 in µM for titrated hits; hit rate 0.3% among 290,000; in the data active = inhibition mostly above about 52%, no sharp cut-off; inactive = mostly below about 76%; also: some results filed as inactive read as strong as hits
XIAP antagonists: XIAP antagonists, biochemical, IAP family, fluorescence polarization (AID 1018) | hit rate 0.007% among 200,000 | XIAP BIR domain, fluorescence polarization peptide displacement; higher % means a stronger effect | displacement, % at 20 µM; hits with a dose series show IC50 in µM; in the data active = displacement above about 50%; also: a part of the inactive calls stands beside numbers as strong as those of hits
LYP phosphatase: inhibitors of LYP phosphatase, biochemical, fluorescence intensity, uHTS (AID 1779); hit rate 0.054% among 290,000; inhibition, % at 11.5 µM; hits with a dose series show IC50 in µM; recombinant LYP phosphatase, fluorescence intensity; higher % means a stronger effect;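 also: plate controls were vehicle with enzyme for no effect and no enzyme for full effect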
Lipid droplet cells 6.5 µM: recorded beside Lipid droplet, whose call it bears; cell count; measured here: cell count, cytotoxicity flag;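 cells counted across two imaged fields per well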
Dengue-2 NS5 capping pilot replicate: second read-out of Dengue-2 NS5 capping, no call of its own (marks repeat the call); inhibition, %; measured here: pilot screen replicate inhibition
Myeloid diff 2 GFP+ MAC1+ %: recorded beside Myeloid diff 2, whose call it bears; GFP+ MAC1+ double positive, %; measured here: differentiation confirmed by MAC1 staining
* = called active by the depositor; i = inactive; ? = inconclusive; · = no result given; + = active, no number. Rule as the data show it, unless noted: active = inhibition above about 50%; inactive = the rest. An excerpt, so the mix of outcomes need not match the whole.

SMILES	SIAH1 antagonists	Dengue-2 NS5 capping	AID2073	Myeloid diff 2	Myeloid diff 2 GFP+ MAC1+ %	HEK293 NOD2/NF-kB	Lipid droplet	Lipid droplet cells 6.5 µM	HIV fusion peptide	XIAP antagonists	LYP phosphatase	others
Cn1nc(C(=O)NCc2ccccc2)cc1C(=O)NCc1ccccc1	-5%	-3%	10%	i	0.7	-137%	2	882	-2.5%	·	2%
CCOC(=O)c1ccccc1NC(=O)Cc1sc(-c2cccnc2)nc1-c1ccc(C)cc1	7%	·	-4%	·	·	-2%	-18	633	8.9%	-3.1%	-1%
O=C(COC(=O)c1ccccc1O)Nc1cccc(S(=O)(=O)NC2=NCCCCC2)c1	0%	-15%	-2%	i	0.9	15%	4	676	-3.8%	·	-6%
CC(=O)NC1Sc2ccccc2N=C1c1ccccc1 (centres undefined)	-4%	-4%	-2%	i	0.8	-23%	-4	778	1.4%	-3.6%	-4%
CC1(C)CC(=O)C(CC2=C(N)CC(C)(C)CC2=O)=C(N)C1	-1%	0%	15%	i	0.1	9%	25	895	0.5%	·	-6%
O=C(Cn1ncc2c(=O)oc3ccccc3c21)N1CCc2ccccc2C1	2%	-7%	-2%	i	2.3	12%	-24	744	-3.5%	1.7%	-2%
O=C(COC(=O)c1ccc(N2CCCC2=O)cc1)c1ccccc1	10%	-4%	5%	i	0.6	-62%	6	771	0.4%	·	-3%
CCCCCCN1Cc2ccccc2C1	4%	3%	1%	i	0.6	13%	·	·	-1.7%	-4.0%	1%
C/C(=N\Nc1nc(C(=O)O)cs1)c1ccccc1	0%	·	-3%	·	·	2%	-9	711	4.4%	-4.9%	-3%
O=C(COC(=O)CNC(=O)c1ccc(Cl)c([N+](=O)[O-])c1)NC(=O)c1ccccc1	-2%	1%	2%	i	0.5	2%	-5	782	-0.4%	·	-8%
C=CCOc1c(OC)cc(/C=N/Nc2cccc(C(=O)O)c2)c(Br)c1Br	0%	22%	-6%	?	·	13%	-2	637	-0.7%	-2.1%	0%
COc1ccc(-c2cc3ccc(OCC(C)=O)cc3oc2=O)cc1	-2%	-4%	45%	i	1.4	-82%	-27	708	-0.4%	·	-22%
O=C(CCN1C(=O)c2ccccc2S1(=O)=O)Nc1cccc2ccccc12	-4%	0%	5%	i	0.2	-2%	·	·	2.7%	-4.2%	-2%
O=C(CSc1nc2ccccc2[nH]1)Nc1ccccc1F	-1%	-3%	-2%	i	1.0	7%	6	744	-2.8%	-2.6%	-4%
COc1ccc(-c2cc(C(=O)N3CCN(c4ccccc4OC)CC3)no2)cc1OC	0%	3%	-4%	i	2.4	6%	-30	761	-1.3%	-10%	-6%
O=C(NCc1ccc(Cl)cc1)C1CCCN(c2cnccn2)C1 (centres undefined)	4%	-6%	13%	i	1.5	11%	-18	682	-0.7%	·	-14%
Cc1ccc(Nc2nc(N3CCOCC3)nc(N3CCOCC3)n2)cc1C	0%	-10%	1%	i	4.6	14%	-48	554	2.1%	·	-12%
N#Cc1ccccc1S(=O)(=O)N1CCN(CC(O)c2ccccc2)CC1 (centres undefined)	7%	7%	2%	i	0.7	10%	4	682	1.7%	-0.8%	1%
CNc1c(NS(=O)(=O)c2ccc(F)c(Cl)c2)c(=O)oc2ccccc12	0%	-9%	30%	i	1.3	9%	0	792	1.0%	·	-10%
CCSc1nnc(NC(=O)Cc2cccc(OC)c2)s1	5%	-6%	3%	i	0.9	12%	16	765	1.6%	-5.1%	-10%
COCCN1Cc2cccc(C(=O)Nc3cc(OC)ccc3OC)c2C1=O	-1%	1%	-1%	i	0.5	3%	-1	743	-1.5%	-3.6%	-3%
COc1cc(OC)c(C2C3=C(CCCC3=O)Nc3nc4ccccc4n32)cc1OC (centres undefined)	2%	6%	4%	i	1.1	16%	1	722	-1.2%	-2.5%	-1%
O=C(N/N=C/c1ccc(O)cc1)c1cccc(N/N=C/c2ccc(O)cc2)c1	-2%	-9%	-6%	i	0.7	-44%	-1	710	5.7%	·	0%
CC(C)N(Cc1ccccc1)C(=O)CC(=O)N(Cc1ccccc1)C(C)C	4%	-1%	10%	i	1.1	6%	3	741	-0.4%	·	-10%
O=C(CSc1nnc(-c2ccccc2O)o1)Oc1ccc(Br)cc1	0%	-4%	3%	i	3.6	9%	11	785	-2.3%	-4.5%	-6%
O=C(N/C=C\c1ccccc1)NCc1ccc(Cl)cc1	-2%	-11%	-2%	i	1.2	-11%	·	·	-1.1%	-4.4%	-3%
c1ccc2sc(SCSc3nc4ccccc4s3)nc2c1	8%	-8%	-4%	i	1.4	-91%	5	651	-0.3%	·	-6%
O=C(CSc1nc(-c2ccco2)cc(C(F)(F)F)n1)NCC1CCCO1 (centres undefined)	6%	-3%	-1%	i	0.8	12%	-18	493	-1.4%	0.3%	-2%
CCN(c1cc(C)cc(C)c1)S(=O)(=O)c1nnc(NC(=O)c2ccco2)s1	-5%	-6%	12%	i	0.0	26%	-5	713	15%	·	-10%
O=C(c1cn(-c2ccccc2)nc1-c1cc2ccccc2oc1=O)N1CCOCC1	2%	-1%	30%	i	0.2	2%	3	736	-0.6%	2.2%	-1%
CCOc1ccc2nc(SCC(=O)c3ccc(Cl)s3)sc2c1	-2%	-38%	-18%	i	1.3	-7%	-8	832	0.4%	-7.9%	-4%
O=c1c2ccccc2nc(/C=C/c2ccc(O)cc2)n1CCc1ccccc1	0%	-8%	28%	i	0.0	-11%	-14	669	2.7%	-13%	14%
O=C(COC(=O)c1nc(Cl)ccc1Cl)NC(=O)c1ccccc1	-2%	-3%	-3%	i	1.0	-6%	-18	787	1.3%	·	-1%
CC(C)c1csc(CN2CCC(N3CCC(C(=O)NCC4CCCO4)CC3)CC2)n1 (centres undefined)	-2%	5%	-10%	i	0.3	17%	-15	732	0.7%	-4.5%	-10%
CCOc1ccccc1Nc1nc(-c2cccnc2)cs1	0%	7%	-6%	i	0.3	11%	·	·	-1.1%	·	3%
Cn1c(N)c(C(=O)Nc2cccc(Cl)c2)c(=O)n(C)c1=O	-1%	-3%	20%	i	0.5	-16%	12	817	-1.2%	·	-3%
CC1=C(C(=O)Nc2cc(C(=O)N3CCN(c4cccc(C)c4C)CC3)ccc2C)SCCO1	1%	-5%	10%	?	·	16%	10	701	-2.0%	·	5%
CC(C)Sc1nc2c(c(=O)[nH]c(=O)n2C)n1CCc1ccccc1	0%	-3%	1%	i	0.3	0%	·	·	-2.3%	44%	-3%
O=C(COC(=O)c1ccco1)Nc1ccccc1[N+](=O)[O-]	-5%	-10%	2%	i	0.8	18%	-8	681	-0.3%	-7.6%	-7%
Cc1ccccc1Cn1nnc(-c2ccc3c(c2)OCO3)n1	-1%	1%	12%	i	0.3	-41%	-2	730	-2.6%	-3.1%	-5%

4 compounds already listed, ordered by count of non-hydrogen atoms, lowest first.
SMILES	SIAH1 antagonists	Dengue-2 NS5 capping	AID2073	Myeloid diff 2	Myeloid diff 2 GFP+ MAC1+ %	HEK293 NOD2/NF-kB	Lipid droplet	Lipid droplet cells 6.5 µM	HIV fusion peptide	XIAP antagonists	LYP phosphatase	others
Cc1ccccc1Cn1nnc(-c2ccc3c(c2)OCO3)n1	-1%	1%	12%	i	0.3	-41%	-2	730	-2.6%	-3.1%	-5%
O=C(COC(=O)c1nc(Cl)ccc1Cl)NC(=O)c1ccccc1	-2%	-3%	-3%	i	1.0	-6%	-18	787	1.3%	·	-1%
CC(C)N(Cc1ccccc1)C(=O)CC(=O)N(Cc1ccccc1)C(C)C	4%	-1%	10%	i	1.1	6%	3	741	-0.4%	·	-10%
O=C(COC(=O)c1ccccc1O)Nc1cccc(S(=O)(=O)NC2=NCCCCC2)c1	0%	-15%	-2%	i	0.9	15%	4	676	-3.8%	·	-6%

(listing goes on)
SMILES	SIAH1 antagonists	Dengue-2 NS5 capping	AID2073	Myeloid diff 2	Myeloid diff 2 GFP+ MAC1+ %	HEK293 NOD2/NF-kB	Lipid droplet	Lipid droplet cells 6.5 µM	HIV fusion peptide	XIAP antagonists	LYP phosphatase	others
COc1ccc(C(=O)C2CCCN(C(=O)c3ccccc3C(C)=O)C2)cc1F (centres undefined)	-6%	-8%	-18%	i	0.7	-14%	11	612	-0.9%	0.2%	-4%
COCCOC(=O)C1=C(C)NC(SCC(=O)NC(C)(C)C)=C(C#N)C1c1ccco1 (centres undefined)	2%	4%	5%	i	0.4	4%	·	·	-1.5%	2.2%	3%
COc1ccc(-c2noc(-c3ccccc3C(=O)Nc3cccnc3)n2)cc1OC	-6%	1%	12%	i	6.4	6%	3	718	-2.5%	-2.7%	1%
O=[N+]([O-])c1ccc(-c2ccc(/C=N/Nc3nc(NCc4ccccc4)nc(N4CCOCC4)n3)o2)cc1	0%	-58%	43%	+	1.2*	-150%	11	502	9.7%	-7.2%	1%
O=C(Nc1sc2c(c1C(=O)O)CCC2)c1ccccc1F	0%	·	13%	i	0.5	38%	-20	796	0.6%	·	-6%
COc1cc(SC)ccc1C(=O)Nc1ccc(C)cc1	2%	-12%	4%	i	0.7	-133%	6	739	-0.2%	-6.1%	2%
COC(=O)c1cc(OC)c(OC)cc1NC(=O)c1csc(C)c1	2%	-4%	4%	i	1.8	20%	-10	658	-1.1%	·	-8%
CCOc1ccc(-c2noc(CCC(=O)NCCc3ccccc3)n2)cc1OC	-2%	2%	4%	·	·	-8%	-7	832	1.2%	·	-3%
CCC1(c2ccc(F)cc2)NC(=O)N(CC(=O)N(CCC#N)c2ccccc2)C1=O (centres undefined)	-2%	-2%	-5%	i	1.5	-12%	-7	766	-0.5%	·	2%
COc1ccc(NC(=O)C(CCSC)N2C(=O)c3ccccc3C2=O)cc1 (centres undefined)	-3%	-9%	-14%	i	1.0	12%	-1	845	-0.3%	-12%	-9%
COC(=O)C(=Nc1ccccc1)/C(C(=O)C(=O)N(C)c1ccccc1)=C(\O)c1ccccc1	-4%	9%	-3%	i	0.7	-11%	2	727	1.2%	·	0%
COc1ccc(Nc2nc(N)nc(CSC(=S)N3CCN(C)CC3)n2)cc1	-3%	-8%	8%	i	0.6	-18%	-58	475	0.4%	-4.3%	-10%
Fc1ccccc1NC(=S)N1CCN(Cc2ccccc2)CC1	1%	-8%	-34%	i	0.2	9%	-5	658	-4.0%	-2.7%	-1%
CC(=O)Oc1ccc2c(=O)oc(-c3ccc([N+](=O)[O-])cc3)nc2c1	2%	-2%	19%	i	0.3	-1%	·	·	-0.7%	·	-6%
CCCn1nnnc1SCC(=O)N1CCN(C(=O)c2ccco2)CC1	-3%	-10%	-2%	i	0.8	2%	-12	597	3.1%	-5.2%	1%
Cn1c(SCC(=O)C(C)(C)C)nnc1-c1cccnc1	-1%	3%	0%	i	0.6	-12%	·	·	2.1%	-4.1%	-2%	Dengue-2 NS5 capping pilot replicate=0.9
Cc1nnc(SCC(=O)NC23CC4CC(CC(C4)C2)C3)s1	-2%	0%	-9%	i	0.5	-6%	-1	696	-0.5%	-6.3%	-6%
